# Assay outcomes from PubChem.
# D1 ag: Allosteric Agonists of the Human D1 Dopamine Receptor: qHTS | D(1A) dopamine receptor (Homo sapiens), P21728 | HEK293 T-REx D1 cells, calcium flux, agonist mode | activation, % at 2 µM | actives 1% (n = 360,000) | AID 504660, 2011; in the data active = activation above about 30%; also: 0% is about no effect
# Target sequence (P21728 whole entry, looked up): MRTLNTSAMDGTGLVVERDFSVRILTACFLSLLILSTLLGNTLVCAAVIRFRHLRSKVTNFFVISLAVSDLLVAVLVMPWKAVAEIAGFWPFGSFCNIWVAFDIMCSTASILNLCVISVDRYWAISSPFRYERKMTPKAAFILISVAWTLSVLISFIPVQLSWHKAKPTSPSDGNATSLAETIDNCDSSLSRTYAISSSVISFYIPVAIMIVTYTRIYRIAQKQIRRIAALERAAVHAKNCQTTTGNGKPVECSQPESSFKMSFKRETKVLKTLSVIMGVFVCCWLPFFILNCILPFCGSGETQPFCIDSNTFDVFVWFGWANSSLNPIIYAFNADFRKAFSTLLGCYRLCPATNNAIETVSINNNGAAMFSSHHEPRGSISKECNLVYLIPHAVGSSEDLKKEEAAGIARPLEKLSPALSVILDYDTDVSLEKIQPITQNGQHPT
#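 Agonism was scored from calcium flux recorded over 180 s (1 read/s) after pintool compound addition, following a 10-cycle baseline. Cells were inducible force-coupled HEK293 TREx D1, plated overnight at 30 C and loaded with no-wash calcium dye.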
# D2 agonist: HTS Assay for Allosteric Agonists of the Human D2 Dopamine Receptor: Primary Screen for Agonists; actives 0.53% (n = 340,000); AID 485358, 2010; D(2) dopamine receptor (Homo sapiens), P14416; activation, % at 2 µM; HEK293 T-REx D2 cells, calcium flux agonist mode;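 active = activation over 3 SD above normal in the single-dose calcium agonist read, cut at about 30% in these data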; also: 0% is about no effect
#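 Calcium-flux readout, 1 cycle/sec over 180 s following compound pin transfer, in inducible HEK293 Trex D2 cells (force-coupled); dopamine controls included. Positive calcium responses during this window marked compounds as potential agonists.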
# TRHR PAM: qHTS for Small Molecule Agonists and Allosteric Enhancers of Human TRH Receptor: Primary Screen for Enhancers | Thyrotropin-releasing hormone receptor (Homo sapiens), P34981 | TRHR cells, fluo-8 calcium fluorescence, EC20 TRH enhancement | enhancement, % at 2 µM | actives 0.66% (n = 360,000); in the data active = enhancement above about 30%; also: 0% is about no effect
# Target sequence (P34981 whole entry, looked up): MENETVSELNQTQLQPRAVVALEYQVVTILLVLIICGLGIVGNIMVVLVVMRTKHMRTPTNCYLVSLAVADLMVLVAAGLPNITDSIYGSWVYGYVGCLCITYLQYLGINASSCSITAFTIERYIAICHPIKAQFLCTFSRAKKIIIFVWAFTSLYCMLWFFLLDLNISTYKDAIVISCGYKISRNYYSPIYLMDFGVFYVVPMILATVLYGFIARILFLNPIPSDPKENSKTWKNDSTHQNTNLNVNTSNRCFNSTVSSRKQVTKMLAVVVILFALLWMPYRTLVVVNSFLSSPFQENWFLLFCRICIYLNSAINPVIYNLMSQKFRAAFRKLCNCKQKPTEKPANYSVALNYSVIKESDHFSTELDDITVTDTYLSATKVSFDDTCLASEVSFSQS
#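 TRHR-expressing cells loaded with fluo-8 calcium dye were read kinetically (ex 480/em 530) during compound addition, then stimulated with an EC20 of TRH (10 nM final). Enhancement of the Gq-mediated intracellular calcium response was scored.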
# RXFP1 agonist: qHTS Assay for Agonists of the Relaxin Receptor RXFP1. HEK293T-RXFP1 cAMP TR-FRET, 30 min; response scale: percent of porcine relaxin response, buffer zero. actives 0.3% (n = 370,000). Potency, µM (titrated, usually from 57.5 µM), for the others: top-dose activation, most hits filed as activators. Relaxin receptor 1 (Homo sapiens), Q9HBX9; active = well fitted activation curve with a large enough effect; inconclusive = small, poorly fitted or top-dose-only effect; also: potency is read from the fitted curve at half-maximal effect; % is scaled to controls: 0 for no effect and ±100 for the full control effect; nearly all actives have a fitted effect of over 60% in size; many of its hits are not listed in these tables
#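 HEK293T cells stably expressing RXFP1 were pretreated with the PDE4 inhibitor Ro 20174, exposed to compounds for 30 min at 37C, lysed, and cAMP was read by TR-FRET. Data normalized to buffer (basal) and 29 nM porcine relaxin (100%).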
# D2 PAM: HTS Assay for Positive Allosteric Modulators of the Human D2 Dopamine Receptor: Primary Screen for Potentiators; D(2) dopamine receptor (Homo sapiens), P14416; HEK293 T-REx D2, calcium flux, EC20 dopamine potentiation; potentiation, % at 10 µM; actives 0.34% (n = 340,000);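 active = potentiation over 3 SD above the plate norm, cut at about 30% in these data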; also: 0% is about no effect
#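 Potentiation of an EC20 dopamine calcium response measured kinetically over 180 s, after a preceding 180 s compound-only read flagging agonists. Cells: inducible Hek293 Trex D2 line, 4000/well, cultured overnight at 30 C before dye loading.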
# D1 antagonist: Antagonist of Human D 1 Dopamine Receptor: qHTS; HEK293 TREx D1 cells, calcium flux, dopamine EC80; hits give low values; actives 3.2% (n = 360,000); activity change, negative = inhibition, % at 10 µM; D(1A) dopamine receptor (Homo sapiens), P21728; in the data active = activity change below about -30%; also: % is scaled to controls: 0 for no effect and ±100 for the full control effect
#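 Compound effects on dopamine-evoked calcium signalling were measured in tetracycline-induced HEK293 Trex D1 cells. Dopamine at EC80 followed a 180 s compound pre-read, and fluorescence was tracked kinetically for 180 s more.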
# RXFP1 antag: qHTS Assay for Antagonists of the Relaxin Receptor RXFP1 | Relaxin receptor 1 (Homo sapiens), Q9HBX9 | HEK293-RXFP1, relaxin-stimulated cAMP HTRF, 30 min; hits give low values | activity change, negative = inhibition, % at 57.5 µM | actives 0.59% (n = 350,000) | AID 1259400, 2018;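 active = activity change of -60% or lower, but not beyond a set lower limit; inconclusive = change between -60% and -40%, or beyond the set limit; inactive = change above -40%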; also: % is scaled to controls: 0 for no effect and ±100 for the full control effect
# D2 antagonist: HTS Assay for Allosteric Antagonists of the Human D2 Dopamine Receptor: Primary Screen for Antagonists | AID 485344, 2010 | actives 2% (n = 340,000) | inhibition, % at 10 µM | HEK293 TREx D2 cells, calcium flux, dopamine EC80 | D(2) dopamine receptor (Homo sapiens), P14416; in the data active = inhibition above about 30%; also: 0% is about no effect
#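 Measurement of antagonist activity uses fluorescent calcium dye in inducible HEK293 T-REx D2 cells: 10 s baseline, compound addition with 180 s read, EC80 dopamine addition with a further 180 s read.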
# D1 potentiator: Potentiators of Human D1 Dopamine Receptor: qHTS | HEK293 TREx D1 cells, calcium flux, dopamine EC20 potentiation | potentiation, % at 10 µM | actives 0.036% (n = 360,000); in the data active = potentiation above about 30%; also: 0% is about no effect
# * = called active by the depositor; ? = inconclusive; nt = not tested or not shown.
SMILES,D1 ag,D2 agonist,TRHR PAM,RXFP1 agonist,D2 PAM,D1 antagonist,RXFP1 antag,D2 antagonist,D1 potentiator
O=C(Nc1cccc(C(F)(F)F)c1)c1cnn(-c2cccc(F)c2)c1C1CCNCC1,0,1.3,18,3.3%,-8,7,-15,nt,-4
CCOC(=O)c1c(C)[nH]c(C(=O)COC(=O)c2ccc(N3CCCC3=O)cc2)c1C,5,nt,3,-0.7%,19,-10,15,nt,-3
COc1ccc(C2C3C(=O)N(Cc4ccccc4)C(=O)C3ON2c2ccccc2)c(OC)c1OC (stereo not given),2,0.7,2,3.1%,-5,-3,0,0,-1
COc1cc(Br)cc2cc(C(=O)N3CCOCC3)c(=O)oc12,1,0.5,9,-1.6%,18,-1,-26,-7,-3
Cc1cc(C)nc(Nc2nc(=O)c3ccccc3s2)n1,0,0.3,2,0.8%,8,6,-20,-8,-5
COc1cccc(/C=C/C(=O)NCCc2ccc(OC)c(OC)c2)c1,3,-1.2,2,-1.7%,-7,-4,-8,7,-4
CC(C)OC(=O)CSc1nc2cccnc2n1-c1ccc(F)cc1,3,-0.1,6,1.8%,5,-1,-4,-4,-1
CCCn1c(=O)c(C(=O)NNS(=O)(=O)c2ccc(C)cc2)c(O)c2ccccc21,5,-0.5,-7,0.5%,-4,3,-31,-15,-7
COc1ccc(-c2cc(C)no2)cc1S(=O)(=O)Nc1cccc(CN2CCCC2)c1,2,-1.0,9,1.3%,-15,-4,15,-18,1
Cc1noc(C)c1C(=O)OCC(=O)NCCc1ccccc1,5,0.8,3,-0.6%,-16,3,-5,-37,nt
C/C(=N\NC(=S)NCc1ccccc1)c1ccc(Br)cc1,4,0.6,5,0.9%,-7,16,-32,3,1
Cc1ccccc1NC(=S)c1nc2ccccc2[nH]1,4,nt,-1,5.8%,nt,-4,-13,nt,-6
Cc1ccc(OCCNC(=O)c2ccc(COc3ccccc3)o2)cc1,8,3.5,0,2.1%,2,-21,-33,12,-1
Cc1ccc(-n2c(=O)c3c(c4cc(C)ccc4n3C)n(CC(=O)NCc3ccccc3)c2=O)cc1,1,0.8,-12,2.3%,-14,2,6,nt,0
S=c1nc(-c2cc(Cl)cc(Cl)c2)[nH][nH]1,2,0.4,2,?,5,-7,-4,-27,-2
CCOc1ccc(-n2cnnn2)cc1S(=O)(=O)N1CCC(C)CC1C (stereo not given),2,0.0,-4,-2.0%,0,-18,3,-6,2
COc1cccc(CC2(CO)CCCN(Cc3sc(N4CCCC4)nc3Cl)C2)c1 (stereo not given),4,0.7,-8,1.3%,-18,20,-36,9,3
NC(=S)NNc1c(F)c(F)c(F)c(F)c1F,2,2.5,2,-0.5%,-1,-13,2,3,-3
CC(C)Nc1c(N)c(=O)oc2ccccc12,2,0.2,-2,1.9%,-7,6,0,7,2
CNC(=O)Nc1cc(C(F)(F)F)cc(C(F)(F)F)c1,21,-1.2,-1,0.9%,-7,-6,-17,1,-2
COc1ccc(OC)c(C(C(=O)NC2CCCCC2)N(C(=O)c2snc(C(N)=O)c2N)c2ccccc2OC)c1 (stereo not given),-1,-0.3,3,?,-12,8,21,-12,-3
O=C(O)C1CC=CCC1C(=O)Nc1cccc(Cl)c1Cl (stereo not given),1,0.2,-6,1.1%,0,13,nt,18,-2
CC1(C)Cc2ccccc2C(N/N=C/c2cccc(F)c2)=N1,-1,6.4,7,-1.8%,-2,-2,-7,7,-14
C#CCOCCOCCOCCNc1nc(N2CCN(C(=O)Cn3cc(CCO)nn3)CC2)nc(N2CCN(C(=O)[C@H]([C@@H](C)O)n3cc(CCCCN)nn3)CC2)n1,-3,0.7,-4,3.9%,0,-8,nt,16,0
Cc1nn(C)c2c1c(-c1ccccc1)cc(=O)n2Cc1ccc(F)cc1Cl,11,-0.3,-1,-0.2%,8,-2,-11,nt,-4
CCc1ccc(OCC(=O)NC(NC(=S)Nc2ccc(Cl)cc2)C(Cl)(Cl)Cl)cc1 (stereo not given),8,0.8,-1,-2.4%,8,-25,-25,7,-9
Cc1nn(-c2ccccc2)c2sc(C(=O)OC3CCOC3=O)cc12 (stereo not given),0,0.2,0,1.0%,22,35,nt,-28,0
CC(C)Oc1ccccc1C(=O)NC(CO)C(=O)O (stereo not given),3,-0.4,16,-0.5%,-2,1,7,-6,-1
CCCn1c(N)c(Sc2ccc(C)cc2)c(=O)n(CCC)c1=O,3,-0.1,0,3.6%,8,7,0,-10,-1
CCC1(CC)NC(=O)N(CC(=O)NC(=O)NCc2ccccc2)C1=O,1,0.8,3,1.1%,15,11,-8,-29,-1

# In the list so far, 2 have a CF3 group:
SMILES,D1 ag,D2 agonist,TRHR PAM,RXFP1 agonist,D2 PAM,D1 antagonist,RXFP1 antag,D2 antagonist,D1 potentiator
O=C(Nc1cccc(C(F)(F)F)c1)c1cnn(-c2cccc(F)c2)c1C1CCNCC1,0,1.3,18,3.3%,-8,7,-15,nt,-4
CNC(=O)Nc1cc(C(F)(F)F)cc(C(F)(F)F)c1,21,-1.2,-1,0.9%,-7,-6,-17,1,-2

# The list goes on.
SMILES,D1 ag,D2 agonist,TRHR PAM,RXFP1 agonist,D2 PAM,D1 antagonist,RXFP1 antag,D2 antagonist,D1 potentiator
c1cc(-c2nsc(-c3ccncc3)n2)ccn1,1,-0.4,3,-1.0%,13,2,-24,-9,-3
Cc1cccc(C)c1NC(=O)CSCC(=O)O,0,-0.1,-2,-0.7%,14,1,0,3,-4
CN(C)CCNC(=O)c1cc2c(s1)-c1ccccc1OC2,122*,0.1,19,13%,14,-53*,nt,-8,-8
CCC1(C)Cc2ccccc2C(=S)N1 (stereo not given),4,-2.2,0,0.0%,2,2,-1,-6,12
O=C(Nc1ccc(-c2nc3ccc(NC(=O)c4cccs4)cc3[nH]2)cc1)c1cccs1,-3,-0.5,3,1.8%,1,-4,2,21,-6
CC(C)(C)S(=O)(=O)/C(C#N)=C/Nc1ccccn1,3,0.4,2,2.7%,-4,29,3,-4,0
CN(C(=O)c1nn(C)c2c1CSc1ccccc1-2)c1ccc(F)cc1,0,0.1,5,3.1%,-3,9,-6,16,-3
COC(=O)[C@@]12CCCCN1[C@H](c1ccc(-c3ccccc3)cc1)[C@@H]1C(=O)N(C)C(=O)[C@@H]12,4,-1.2,3,-1.1%,15,30,nt,-5,2
CCn1cc(/C=C(\NC(=O)c2ccc(OC)cc2)C(=O)N2CCOCC2)c2ccccc21,3,-0.5,16,-0.1%,-2,-1,-3,-19,1
O=C(c1cccs1)n1nc(-c2cccnc2)nc1NCc1ccco1,-1,-0.5,-5,0.4%,-1,nt,-18,10,6
COc1ccc(Nc2ncnc3sc(-c4ccccc4)cc23)cc1,3,-0.7,-4,5.6%,-9,-16,-11,-15,-8
O=[N+]([O-])c1ccccc1NCc1ccc(Cl)cc1,0,-0.2,-8,-1.4%,-4,-3,-7,-4,-2
COc1ccc2c(C)cc(SCC(=O)c3ccc4c(c3)OCO4)nc2c1,3,-2.3,-7,-0.6%,-4,10,2,6,-2
CCCCN1C(=S)SC(C)(C)C1/[N+]([O-])=C/c1ccc(S(=O)(=O)NC)cc1 (stereo not given),9,-2.5,-5,-3.9%,7,-4,-22,-13,-3
CCOc1ccc(CC(=N)C2=C(O)CC(C)(C)CC2=O)cc1OCC,3,1.0,-2,1.4%,3,-17,-5,-16,-4
Cc1cccc(NC(=S)NC(=O)CCc2ccccc2)c1C,12,-1.6,17,0.4%,24,20,10,5,5
O=C(Nc1cccnc1Cl)c1cc(-c2ccco2)on1,0,0.0,-4,-0.9%,3,-6,10,7,-2
Cn1c(=O)[nH]c(=O)c2c1nc(Br)n2CC(O)c1ccccc1 (stereo not given),3,0.4,4,-1.1%,5,14,-4,4,-1
COc1ccc(C)cc1NC(=O)CN(Cc1nnc(-c2ccc(Cl)cc2)o1)C1CCCC1,4,1.2,-8,0.2%,-11,6,-2,1,0
O=C1CC(c2nc(-c3ccccc3)no2)CN1c1ccccc1 (stereo not given),3,nt,-2,-0.6%,-5,8,2,nt,-5
COc1ccc(Cc2nc3ccc(C(=O)NCC(C)(C)OC)cc3o2)cc1,2,0.0,-8,-1.6%,1,17,7,-4,2
COc1ccccc1N1CCN(C(=O)CCC(=O)O)CC1,2,-0.1,-3,-1.4%,-10,-4,-7,18,-1
COc1ccc(/C=C2\SC(=O)N=C2N)cc1OC,1,0.9,7,0.3%,11,-11,4,11,-7
Cc1noc(C)c1CN(C(=S)NC(C)C)c1ccccc1,3,-1.0,6,-0.9%,5,-32*,-4,0,-5
COc1ccccc1CNC(=O)CCNS(=O)(=O)c1ccc2[nH]c(=O)oc2c1,8,-2.1,12,2.0%,2,16,9,7,7
O=C(CSc1n[nH]c(-c2cccnc2)n1)Nc1ccc([N+](=O)[O-])cc1,1,-1.0,16,3.3%,-3,7,-5,-4,-5
Cn1nnnc1SCc1nnc(-c2ccc(Cl)cc2)o1,8,0.9,4,1.0%,2,-14,-9,-4,2
COc1ccc(/C=N/NC(=O)c2[nH]nc3c2CCc2ccccc2-3)cc1OC,6,-0.4,4,2.3%,5,-9,0,11,-5
C/C(=N\Nc1ccc(C(=O)c2c(C)cc3ccccn23)cc1[N+](=O)[O-])c1ccc(O)cc1,1,-0.2,1,-2.1%,6,-20,19,3,-6
CCCn1nc(C(=O)OCn2nnc3ccccc3c2=O)c2ccccc2c1=O,6,-1.6,12,0.6%,17,19,1,-5,8
COc1ccc(-c2c(C)nn3c(N4CCCCCC4)cc(C)nc23)cc1OC,2,0.8,8,1.3%,0,-2,-15,-3,1
O=C(CC1C(=O)NCCN1C(=O)Nc1ccccc1)Nc1cc(Cl)cc(Cl)c1 (stereo not given),-1,0.4,4,6.8%,-2,11,1,-2,-1

# Some of the entries so far, with two lines to a compound.
# The line under a structure holds: D1 ag | D2 agonist | TRHR PAM | RXFP1 agonist | D2 PAM | D1 antagonist | RXFP1 antag | D2 antagonist | D1 potentiator
C/C(=N\Nc1ccc(C(=O)c2c(C)cc3ccccn23)cc1[N+](=O)[O-])c1ccc(O)cc1
  1 | -0.2 | 1 | -2.1% | 6 | -20 | 19 | 3 | -6
CCCn1nc(C(=O)OCn2nnc3ccccc3c2=O)c2ccccc2c1=O
  6 | -1.6 | 12 | 0.6% | 17 | 19 | 1 | -5 | 8

# This is a subset, so the mix of outcomes need not match the whole.
